ERK AVP inh: vasopressin-driven ERK pathway inhibition; Potency, µM (titrated, usually from 57.5 µM), for the others: at the highest dose activity, negative = inhibition, usual class: inhibitors; 72,000 tested, 0.99% active; HEK293-V1b, vasopressin-stimulated pERK AlphaScreen; further: potency means the concentration at half of the fitted maximal effect; on the % scale 0 is the no-effect control and ±100 the full control effect; nearly all actives have a fitted effect of over 55% in size
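HEK293 cells stably expressing V1b receptor, seeded overnight in 1% FBS, were treated with compounds for 30 min at 37C, then stimulated 5 min with 25 nM vasopressin; phospho-ERK read by AlphaScreen SureFire after lysis.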
HEK293 cAMP ctrl: parental HEK293 cAMP activation (counter-screen) | parental HEK293 CNG cAMP sensor, membrane potential fluorescence | Potency, µM (titrated, usually from 57.1 µM), inactives show at the top dose activation, hits mostly activators | 73,000 tested, 2.5% active; further: potency means the concentration at half of the fitted maximal effect; % of control where 0% means no effect; nearly all actives have a fitted effect of over 55% in size
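Parental HEK 293 cells stably expressing a cAMP-gated CNG channel were loaded with membrane potential dye containing 100 uM RO 20-1724 for 60 min. Compound added for 30 min; depolarization read as fluorescence intensity at 590 nm.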
Tau fil binding: binders of human tau filaments | P10636 | recombinant tau filaments, thioflavin S fluorescence, 15 h; filaments grown with octadecylsulfate alongside compound | Potency, µM (series often up to 57.1 µM), for inactives: at the highest dose activity change, negative = inhibition | 71,000 tested, 2% active;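 further: potency means the concentration at half of the fitted maximal effect; on the % scale 0 is the no-effect control and ±100 the full control effect; actives lower thioflavin S fluorescence by blocking filaments or displacing dye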
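Thioflavine S fluorescence (ex 450, em 510 nm) reports filaments formed from 1 uM human tau plus 30 uM ODS over 15 h at 37 C (10 mM HEPES pH 7.4, 100 mM NaCl, 5 mM DTT); compounds displacing dye or blocking filaments lower signal.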
Caspase-1 inhib: caspase-1 (human) inhibition, allosteric or competitive | 75,000 tested, 0.03% active | AID 900 | P29466 | Caspase-1 enzyme, Ac-WEHD-AFC fluorogenic rate | Potency, µM (doses to about 57.5 µM), without a hit: at the top dose activity change, negative = inhibition, most hits filed as inhibitors;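 further: potency means the concentration at half of the fitted maximal effect; plate controls were vehicle for no effect and no substrate for full effect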
FLuc inh: blocks Photinus pyralis firefly luciferase activity; P08659; purified firefly luciferase, luminescence, 8 min; Potency, µM (titrated, usually from 57.1 µM), for the others: at the highest dose activity change, negative = inhibition, usual class: inhibitors; 72,000 tested, 2.2% active; further: potency means the concentration at half of the fitted maximal effect; on the % scale 0 is the no-effect control and ±100 the full control effect; nearly all actives have a fitted effect of over 40% in size
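Inhibition of light generation by firefly luciferase from ATP and luciferin was profiled with concentration-response curves per sample, ATP held at 10 uM within the enzyme's linear range. Plates were read by luminescence after an 8-minute ambient incubation.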
USP2a inh: USP2a (human) protease inhibition; USP2a enzymatic assay, qHTS inhibition; AID 927; Potency, µM (top dose mostly 38.3 µM), without a hit: at the highest dose activity change, negative = inhibition, hits mostly inhibitors; 60,000 tested, 0.1% active;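 further: potency means the concentration at half of the fitted maximal effect; nearly all actives have a fitted effect of over 60% in size; plate controls were DMSO for no effect and NEM full inhibition control for full effect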
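20 nM USP2 core + cpd, 30 min RT; add 20 nM Ub-PLA2/20 uM NBD C6-HPC; read Ex460/Em535 at 0 h and 2.5 h. Normalized to NEM; qHTS curve fit/classification.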
CRE Fsk mod: CRE-bla signaling modulation under forskolin stimulation. CHO CRE-bla reporter (cAMP response element driving beta-lactamase), forskolin EC10, beta-lactamase ratio. Potency, µM (doses to about 38.2 µM), for inactives: top-dose activity change, negative = inhibition, hits mostly activators. 71,000 tested, 2.5% active; active means well fitted activation curve with a large enough effect in the signal ratio, with a control signal flat, not every such curve was filed as active; inconclusive means small, poorly fitted or top-dose-only effect, or effect the other way, or a change in a side signal; the % refers to the signal ratio; further: potency means the concentration at half of the fitted maximal effect; % of control where 0% means no effect
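Cells were plated overnight at 37 °C, exposed to compound titrations plus EC10 NKH 477 for 3 h, then given CCF4 dye for 2 h at room temperature. Blue/green (460/530 nm) ratio was converted to %Activity and AC50 values calculated.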
BRCT inh red: inhibitors of human BRCA1 BRCT-phosphoprotein interaction (red fluorophore) | Potency, µM (top dose mostly 76.9 µM), without a hit: at the top dose activity change, negative = inhibition, most hits filed as inhibitors | P38398 | 75,000 tested, 0.03% active | AID 892 | BRCT-phosphopeptide binding, red fluorescence polarization; further: on the % scale 0 is the no-effect control and ±100 the full control effect
Target sequence (P38398 whole entry, looked up): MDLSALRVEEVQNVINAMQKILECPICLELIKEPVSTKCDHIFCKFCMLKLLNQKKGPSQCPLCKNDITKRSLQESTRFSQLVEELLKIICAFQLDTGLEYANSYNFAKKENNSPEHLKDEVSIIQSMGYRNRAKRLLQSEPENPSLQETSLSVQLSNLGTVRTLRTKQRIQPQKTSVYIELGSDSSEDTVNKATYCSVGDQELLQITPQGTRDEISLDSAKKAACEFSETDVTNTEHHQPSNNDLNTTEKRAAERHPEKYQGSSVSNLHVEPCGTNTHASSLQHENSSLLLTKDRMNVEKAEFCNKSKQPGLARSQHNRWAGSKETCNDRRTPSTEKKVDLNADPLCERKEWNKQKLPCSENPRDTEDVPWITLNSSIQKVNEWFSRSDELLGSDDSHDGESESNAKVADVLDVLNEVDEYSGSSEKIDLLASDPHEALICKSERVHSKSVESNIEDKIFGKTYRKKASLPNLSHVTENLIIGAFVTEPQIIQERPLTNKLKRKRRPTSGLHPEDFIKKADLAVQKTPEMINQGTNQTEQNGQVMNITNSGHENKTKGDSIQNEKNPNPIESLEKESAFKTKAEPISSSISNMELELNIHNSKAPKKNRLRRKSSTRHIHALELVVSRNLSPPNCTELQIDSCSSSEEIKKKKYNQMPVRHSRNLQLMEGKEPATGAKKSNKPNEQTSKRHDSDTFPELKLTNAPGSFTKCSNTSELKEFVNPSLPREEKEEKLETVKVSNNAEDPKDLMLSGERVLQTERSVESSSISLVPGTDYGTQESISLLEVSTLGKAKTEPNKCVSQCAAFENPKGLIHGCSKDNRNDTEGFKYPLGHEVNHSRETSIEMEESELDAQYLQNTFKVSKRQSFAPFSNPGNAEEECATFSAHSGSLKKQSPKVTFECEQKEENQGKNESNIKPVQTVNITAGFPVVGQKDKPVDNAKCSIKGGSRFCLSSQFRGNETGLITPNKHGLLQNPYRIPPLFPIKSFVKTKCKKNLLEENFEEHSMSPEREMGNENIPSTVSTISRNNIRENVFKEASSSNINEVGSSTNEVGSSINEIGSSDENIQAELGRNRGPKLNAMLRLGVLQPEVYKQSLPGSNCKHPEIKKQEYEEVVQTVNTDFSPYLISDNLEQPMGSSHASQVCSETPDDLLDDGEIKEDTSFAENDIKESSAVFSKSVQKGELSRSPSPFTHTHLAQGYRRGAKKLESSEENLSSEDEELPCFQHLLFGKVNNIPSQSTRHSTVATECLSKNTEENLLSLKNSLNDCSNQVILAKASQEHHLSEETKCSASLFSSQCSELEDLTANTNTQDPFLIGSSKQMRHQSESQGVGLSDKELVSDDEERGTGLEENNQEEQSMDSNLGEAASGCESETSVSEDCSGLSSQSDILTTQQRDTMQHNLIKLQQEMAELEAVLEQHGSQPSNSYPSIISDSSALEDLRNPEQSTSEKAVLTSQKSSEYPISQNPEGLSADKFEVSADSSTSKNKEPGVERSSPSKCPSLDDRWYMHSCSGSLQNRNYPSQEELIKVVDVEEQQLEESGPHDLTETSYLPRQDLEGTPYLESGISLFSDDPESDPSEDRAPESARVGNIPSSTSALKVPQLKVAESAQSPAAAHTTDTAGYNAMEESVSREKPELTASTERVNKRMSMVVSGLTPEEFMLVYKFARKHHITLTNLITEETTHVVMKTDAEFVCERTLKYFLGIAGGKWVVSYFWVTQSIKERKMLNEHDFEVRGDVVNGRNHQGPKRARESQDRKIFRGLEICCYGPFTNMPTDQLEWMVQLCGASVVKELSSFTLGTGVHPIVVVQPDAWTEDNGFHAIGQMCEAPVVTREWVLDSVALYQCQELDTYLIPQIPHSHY
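Rhodamine-labelled pBACH1 10-mer (100 nM) bound to BRCT domain (100 nM) at pH 7.3; compounds incubated 12 min room temperature, polarization read. Free peptide defines full inhibition; unlabelled decapeptide titrated as control.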
BRCT inh green: blocks human BRCA1 BRCT binding to phosphopeptide, green readout. BRCA1 BRCT-phosphopeptide binding, green fluorescence polarization. Potency, µM (doses to about 76.9 µM), without a hit: at the highest dose activity change, negative = inhibition, hits mostly inhibitors. 75,000 tested, 0.05% active. AID 875;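 further: potency means the concentration at half of the fitted maximal effect; plate controls were peptide without protein for full effect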
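Fluorescence polarization: His-tagged BRCT (~35 kDa BRCA1 C-terminus, 250 nM) bound to 100 nM fluorescein-labeled phosphorylated 10-aa BACH1 peptide, pH 7.3 phosphate buffer with DTT and Tween 20. Compounds incubated 12 min at room temperature; inhibition read as lowered polarization.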
Casp7 inh: allosteric or competitive inhibitors of human caspase-7 | P55210 | recombinant caspase-7, Ac-DEVD-AFC fluorescence rate | Potency, µM (top dose mostly 57.5 µM), without a hit: at the highest dose activity change, negative = inhibition, most hits filed as inhibitors | 75,000 tested, 0.02% active | AID 889; active means well fitted inhibition curve with a large enough effect in the main read-out, with a control signal flat, not every such curve was filed as active; inconclusive means small, poorly fitted or top-dose-only effect, or a change in a side signal; further: potency means the concentration at half of the fitted maximal effect; % of control where 0% means no effect
A350 fluor: A350 region autofluorescence | AID 590 | Compound autofluorescence, 340/450 nm, Alexa 350 dye-equivalents; active compounds read high | max dye-equivalent concentration, M | 59,000 tested, 11% active; in the data active means max dye-equivalent concentration above about 10 nM; inconclusive means mostly about 1.1 nM to 9.6 nM
Active calls of the source: *; i = inactive; ? = inconclusive; . = no result given; [ ] = dose if it differs, or a comment. Unless noted, the call rests on the fitted dose curve; in most records, active means well fitted curve in the direction sought with a large enough effect; inconclusive means small, poorly fitted or top-dose-only effect, or another doubt; inactive means no such curve, though single readings can be large; an effect the other way counts as inactive or inconclusive. Outcome played no part in choosing rows; overall some 16% were active at least once.

SMILES,Tau fil binding,CRE Fsk mod,Casp7 inh,BRCT inh green,HEK293 cAMP ctrl,BRCT inh red,ERK AVP inh,USP2a inh,Caspase-1 inhib,A350 fluor,FLuc inh
CCCn1c(SCC(=O)NCC2CCCO2)nc2c1c(=O)n(C)c(=O)n2C (stereo unspecified),-10.2%,19.7%,0.5%,0.6%,0.0%,0.5%,-5.6%,.,-0.8%,i,-0.6%
CCN(CC)c1ccc(NC(=O)c2ccco2)cc1,-8.7%,2.6%,0.5%,-0.4%,13.1%,1.5%,-25.7%,5.2%,-1.6%,i,10µM*
CC(C)(CN)SCc1ccccc1,-1.7%[11.4 µM],0.5%[7.6 µM],-0.7%[11.5 µM],-0.8%[15.4 µM],3.7%[11.4 µM],-1.4%[15.4 µM],0.7%[11.5 µM],.,-0.6%[11.5 µM],i,1.3%[11.4 µM]
CCOC(=O)C1CCN(CC(O)COc2ccc(C(C)(C)CC)cc2)CC1 (stereo unspecified),4.7%,0.6%,-0.8%,-2.4%,25.8%,-0.9%,0.1%,28.0%,5.8%,?,-0.7%
CCOc1cc(C(N)=O)cc(OCC)c1OCC,-4.2%,-4.0%,0.8%,0.5%,4.4%,-0.9%,0.5%,3.6%,0.2%,?,-1.2%
O=C(c1cccc(F)c1)N1C2C=CC(C2)C1(C(F)(F)F)C(F)(F)F (stereo unspecified),-13.8%,?,-1.4%,-0.7%,23.2%,-0.6%,19.4%,7.0%,0.0%,i,1.1%
CCC(=O)Nc1nc2ccccc2n1Cc1ccc(C)cc1,.,.,-1.0%,0.7%,4.5%,1.4%,.,.,-3.1%,.,.
COC(=O)Nc1ccc2c(c1)N(C(=O)CCN1CCN3CCCC3C1)c1ccccc1CC2 (stereo unspecified),-4.6%,?,-2.2%,1.0%,11.3%,-0.4%,2.0%,3.8%,-4.3%,?,2.8%
CCOc1ccc(C(=O)Nc2nncs2)cc1OCC,-4.2%,9.6%,1.5%,-1.5%,-2.2%,-3.5%,-2.1%,4.1%,0.2%,i,1.9%
CC1CCCCN1CCNC(=O)C1CCN(S(=O)(=O)c2cccc3cccnc23)CC1 (stereo unspecified),33.1%,-9.4%,-4.0%,-0.1%,-9.8%,0.2%,-11.8%,.,-4.9%,.,2.1%
O=C(Nc1ccc(Cl)cc1)N(Cc1cccs1)Cc1cccs1,58.6%,?,-0.3%,-0.6%,?,1.2%,-2.7%,-7.3%,-3.4%,.,1.2%
Cn1c(=O)oc2cc(S(=O)(=O)N3CCc4ccccc4C3)ccc21,36.2%,-7.8%,1.6%,-0.1%,0.0%,0.3%,.,.,-3.1%,.,1.6%
CCCSC1=C(C#N)C(c2ccccc2C)CC(=O)N1 (stereo unspecified),3.7%,-2.3%,1.0%,0.2%,4.4%,0.2%,-2.7%,-7.5%,-1.6%,i,-2.8%
Cc1ccccc1CN1CCCNC1=O,-10.2%,-17.1%,0.3%,0.2%,18.1%,1.6%,21.0%,7.2%,0.1%,i,-0.2%
CC(C)OC(=O)CSc1ncnc2c1cnn2Cc1ccccc1,14.0%,-5.2%,-1.6%,-1.6%,8.1%,1.4%,47.0%[activator],-23.4%,-4.9%,?,1.3%
COc1ccc(NC(=O)c2ccccc2C)c(OC)c1,6.4%,-1.6%,-0.3%,0.1%,20.6%,-0.4%,-2.0%,-3.1%,-1.4%,.,-2.4%
CCCN1/C(=C(/C#N)C2=NS(=O)(=O)c3ccccc32)N(C)c2ccccc21,8.5%,3.6%,-19.9%,-1.0%,17.4%,-0.5%,3.7%,4.7%,-3.8%,i,-3.7%
Cc1noc(C)c1-c1cc(Nc2ccc(F)cc2)ncn1,-4.7%,?,0.6%,-2.2%,-13.0%,1.2%,17.7%,-11.6%,-1.2%,i,1.3%[2.29 µM]
Cc1oc2c(C)c3oc(=O)c4c(c3cc2c1C)CCC4,3.0%,0.8%,0.0%,-0.3%,?,-0.2%,-9.4%,-0.2%,-2.2%,1.3e-08M*,0.6%
Cc1ccc2c(c1)c(C)c(C)n2CC(O)Cn1nc(C)c(Br)c1C (stereo unspecified),47.6%,2µM*,-1.1%,-3.9%,?,1.2%,-16.7%,45.4%[activator],0.5%,2.97e-08M*,2.8%
Cc1cccc(OCc2nnc(SCc3cc(=O)n4cc(Br)ccc4n3)o2)c1,-21.9%,?,-13.1%,1.4%,12.6µM*,-0.3%,-8.8%,35.2%[activator],-10.7%,5.09e-08M*,0.7%
COC(=O)[C@@H]1C[C@@]2(O)[C@H](O)[C@H](O)[C@H](O)C[C@H]2N1Cc1ccc(N2CCN(C)CC2)cc1,.,.,-1.9%,0.0%,.,-1.1%,-3.9%,.,-0.5%,.,.
Cc1cc(NC(=O)c2ccc3nc(-c4ccccc4)c(-c4ccccc4)nc3c2)no1,4.1%,?,0.2%,-3.8%,20.6%,1.8%,4.6%,8.5%,-0.8%,8.46e-08M*,1.8%
CCC(Sc1nnnn1-c1ccccc1)C(=O)NC(C)c1ccccc1 (stereo unspecified),-1.2%,-12.7%,0.8%,-0.8%,-0.6%,-0.7%,15.5%,0.4%,0.5%,i,0.0%
COc1ccc(-c2ccc3c(n2)CCCN3C[C@H](O)CN2CCCc3nc(C)c(C)cc32)cc1,.,.,-16.2%[11.5 µM],-1.9%[15.4 µM],-6.7%[11.4 µM],2.4%[15.4 µM],0.2%[11.5 µM],.,-13.1%[11.5 µM],.,-0.3%[11.4 µM]
O=C(CN(Cc1ccco1)C(=O)c1cc(=O)[nH]c2ccccc12)Nc1ccccc1Br,6.4%,-11.0%,0.7%,0.3%,27.3%,-0.5%,-2.1%,21.1%,-0.5%,?,4.4%
Cc1cc(C(=O)COC(=O)Cn2cnc3c2c(=O)n(C)c(=O)n3C)c(C)n1C,-12.9%,10.4%,-0.4%,-0.8%,4.1%,-0.4%,7.5%,1.3%,1.9%,i,-0.5%
CCOC(=O)C(C)Sc1ncnc2c1nnn2-c1ccc(F)cc1 (stereo unspecified),.,.,1.1%,-0.8%,?,-0.6%,.,.,-0.9%,.,.
CCC(Sc1nnnn1-c1ccccc1)C(=O)Nc1nc2ccccc2s1 (stereo unspecified),-15.7%,?,-6.3%,-2.8%,24.9%,-0.8%,-21.8%,40.7%[activator],-7.6%,.,0.5%
O=C(c1ccncc1)N1CCC2(CC1)CN(c1ccc(-c3ccccc3)cc1)C2,17.4%,-10.7%,-0.5%,1.8%,10.2%,0.3%,?,163.2%[activator],-3.1%,i,-10.0%[11.4 µM]
O=C(Cc1ccc(Cl)cc1)Nc1ccccc1CO,.,.,-0.3%,-1.7%,-6.3%,0.2%,.,.,0.8%,.,.
O=C(O)CP(=O)(O)O,1.4%[11.4 µM],7.1%[7.6 µM],0.2%[11.5 µM],0.4%[15.4 µM],4.4%[11.4 µM],0.0%[15.4 µM],13.3%[11.5 µM],2.1%,-0.8%[11.5 µM],i,1.6%[11.4 µM]
O=C(CCCn1c(=S)[nH]c2ccccc2c1=O)N1CCCCC1,1.7%,?,-0.8%,0.5%,2.2%,0.1%,0.2%,7.7%,3.8%,i,0.3%
CCOC(=O)c1ccc(N2Cc3ccccc3C2)cc1O,19.4%,-11.2%,-0.5%,1.5%,?,0.8%,-1.8%,43.6%[activator],-0.3%,i,-16.5%
CC(=O)c1cc2c(cc1NC(=O)CSc1nnc(C)s1)OCO2,7.7%,?,-0.6%,-0.5%,0.9%,-1.3%,-2.6%,4.2%,-0.1%,7.34e-08M*,1.1%
Fc1ccc(-c2nc3nc4ccccc4nc3n2Cc2ccco2)cc1,15.8µM*,?,-6.0%,-2.2%,?,1.7%,-23.8%,25.0%,-6.7%,1.74e-07M*,-10.9%
CCOC(=O)N1CCN(CCC(=O)Nc2ccc(OC(F)(F)F)cc2)CC1,12.3%,?,0.8%,5.6%,15.3%,1.3%,10.9%,17.9%,2.3%,i,1.2%
O=C(c1ccncc1)N1CCC[C@@]2(CCN(Cc3ccncc3)C2)C1,19.2%,0.8%,0.0%,-1.7%,7.1%,-2.9%,13.2%,18.3%,-4.2%,i,0.1%[11.4 µM]
Cn1c(=O)cc(OCCCC(=O)N2CCCCC2)c2ccccc21,12.9%,?,1.5%,1.1%,-4.2%,-1.8%,15.6%,5.0%,2.6%,i,-1.0%
